Assay outcomes from PubChem.
HSF1 inhib: HSF1 inhibition | 0.77% of 300,000 active | activity change, negative = inhibition, % at 7.5 µM (by protocol) | AID 2098 | NIH3T3-HGL HSE-luciferase, MG132-induced, luminescence 8 h; stronger effect = lower value;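 active means more than half of replicate wells show activity change below -50%, luminescence cut by over half; inconclusive means some wells, but at most half, below -50%; inactive means no replicate well below -50%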;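 further: luciferase reports HSF-1 transcriptional activity via heat shock element; 0% = median of DMSO wells and -100% = zero luminescence signal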
GSK3A inh: human GSK-3 alpha kinase inhibition; P49840; ADP-Glo luminescence, 60 min; inhibition, % at 10 µM; 0.1% of 320,000 active; AID 2650;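 in the data active means inhibition above about 50%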;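 further: GST-tagged GSK-3 alpha with peptide substrate and 25 µM ATP; 0% = DMSO neutral wells and 100% = GW8510 positive control wells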
PolyA inhibitor: blocks polyadenylation in yeast reporter cells. AID 1875. calls only at 12 µM. 0.02% of 300,000 active. S. cerevisiae SKY197-pL101 polyadenylation reporter, beta-gal luminescence; efflux-impaired pdr1/pdr3 knockout yeast; score 100 = 6 SD above DMSO;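 active means lowest replicate activity score at least 50, where 100 means six control SD above control mean; inconclusive means lowest score under 50 but half or more replicates reach 50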;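 further: yeast exposed to compound for 9 h at 30 °C; higher score means more reporter readthrough which indicates perturbed polyadenylation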
Platelet DG rel: modulates dense granule release in human platelets. human platelet-rich plasma, SFLLRN dense granule ATP release, luminescence. inhibition, %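 (compounds screened at 7.5 µM in platelet-rich plasma)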. 0.22% of 300,000 active;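 active means mean replicate score, as percent of positive control, at or above 50; inconclusive means mean below 50 but at least one replicate at or above 50; inactive means mean and every replicate below 50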
HSF1 activator: increases HSF-1 driven luciferase reporter signal; NIH3T3-HGL HSF-1 luciferase reporter, MG132, 8 h; 100% = twice DMSO control signal; activation, % at 9 µM; 1.7% of 300,000 active;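 active means mean replicate activation of at least 50% with a set share of replicates each reaching 50%; inconclusive means only one of those two conditions met; inactive means mean below 50% and too few replicates reaching it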;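 further: 0% = median of the neutral control wells and 100% = twice that signal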
HDAC3 inh: inhibitors of human histone deacetylase 3; O15379; recombinant HDAC3, fluorogenic peptide/trypsin coupled, fluorescence; inhibition, % at 8.3 µM; 0.15% of 320,000 active; in the data active means inhibition above about 26%, passing the limit was not always enough; inconclusive means no clear call, values can overlap the other calls
Target sequence (O15379 whole entry, looked up): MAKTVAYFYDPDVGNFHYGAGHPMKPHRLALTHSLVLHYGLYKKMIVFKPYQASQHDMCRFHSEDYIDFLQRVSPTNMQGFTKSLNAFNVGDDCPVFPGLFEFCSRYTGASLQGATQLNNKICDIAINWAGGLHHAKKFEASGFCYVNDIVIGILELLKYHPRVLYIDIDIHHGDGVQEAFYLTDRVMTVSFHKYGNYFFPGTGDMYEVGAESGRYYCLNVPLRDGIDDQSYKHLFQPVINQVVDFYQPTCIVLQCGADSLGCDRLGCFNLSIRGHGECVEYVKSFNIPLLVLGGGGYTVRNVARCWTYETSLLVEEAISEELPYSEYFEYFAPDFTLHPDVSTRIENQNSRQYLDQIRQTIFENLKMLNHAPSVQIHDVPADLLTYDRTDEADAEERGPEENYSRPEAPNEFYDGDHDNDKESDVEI
AI-2 QS modul: Vibrio harveyi AI-2 quorum sensing modulation; Vibrio harveyi JMH597 AI-2 luminescence/OD600 ratio, 9 h; stronger effect = lower value; strain lacks LuxN and CqsS sensors; 0 = neutral-control median; activity change, % at 7.5 µM; 0.4% of 300,000 active; in the data active means activity change below about -75%, passing the limit was not always enough; inconclusive means no clear call, values can overlap the other calls;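 further: luminescence divided by OD600 gain over 9 h not by final OD600 alone; inactives centre near 13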
GSK3beta inhib: blocks human GSK3beta kinase activity; GST-GSK3beta kinase, ADP-Glo luminescence, 60 min; stronger effect = lower value; activity score (negative = inhibition), % at 10 µM; 0.038% of 300,000 active;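 active means more than half of replicate wells score below -50%, meaning over 50% inhibition versus plate controls; inconclusive means some replicates but at most half score below -50%; inactive means no replicate scores below -50%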;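 further: 0% = median DMSO wells and -100% = median GW8510 positive control wells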
Target sequence (P49841 whole entry, looked up): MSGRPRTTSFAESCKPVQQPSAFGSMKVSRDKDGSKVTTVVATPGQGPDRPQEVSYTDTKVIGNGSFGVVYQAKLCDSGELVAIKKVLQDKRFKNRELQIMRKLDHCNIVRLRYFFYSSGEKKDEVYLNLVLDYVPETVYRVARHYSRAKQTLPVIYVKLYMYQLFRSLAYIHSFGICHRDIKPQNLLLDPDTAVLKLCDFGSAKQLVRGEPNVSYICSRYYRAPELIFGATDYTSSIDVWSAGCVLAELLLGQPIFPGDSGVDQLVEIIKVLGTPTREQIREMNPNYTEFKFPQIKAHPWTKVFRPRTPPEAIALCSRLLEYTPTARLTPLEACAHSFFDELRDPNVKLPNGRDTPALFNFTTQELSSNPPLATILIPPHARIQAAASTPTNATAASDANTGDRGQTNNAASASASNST
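Test system: GST-tagged human GSK3beta kinase, cell-free; evaluation: activity score scaled between in-plate DMSO and GW8510 controls; measured by: ADP-Glo luminescence; incubation: 60 min reaction, RT; benchmarks: DMSO and 20 µM GW8510; reagent: peptide substrate plus 25 µM ATP (final); medium: Tris/MgCl2 kinase buffer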
DYRK1A inh: inhibitors of rat Dyrk1A kinase; inhibition, % at 12.5 µM; Q63470; AID 504441; ADP-Glo luminescence, NFATc1 peptide; 0.43% of 310,000 active; in the data active means inhibition above about 50%;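 further: plate controls were vehicle with enzyme for no effect and no enzyme for full effect; many of its hits are not listed in these tables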
HSP90 refold inh: HSP90 refolding inhibition in rabbit reticulocyte lysate; luciferase refolding luminescence, 3 h; inhibition, % at 5.6 µM; 0.91% of 290,000 active; AID 1789;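 active means inhibition above the screen-wide mean plus 3 SD, computed separately per campaign, cut at about 16% in these data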;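 further: 0% = DMSO wells and 100% = 60 µM geldanamycin wells; inhibitors lower the luminescence because luciferase stays unfolded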
Active calls of the source: *; i = inactive; ? = inconclusive; / = not tested or not shown. Not all compounds are listed, so the mix of outcomes need not match the whole.

compound	HSF1 inhib	GSK3A inh	PolyA inhibitor	Platelet DG rel	HSF1 activator	HDAC3 inh	AI-2 QS modul	GSK3beta inhib	DYRK1A inh	HSP90 refold inh
CCOC(=O)c1cn(CC)c2ccc(S(=O)(=O)N3CCC(C)CC3)cc2c1=O	-3	-2	i	-1	-8	0	12	-10	-2	1
Cc1c(C(=O)N/N=C/c2cccnc2)nnn1-c1nonc1N	-10	3	i	-21	-6	1	17	-1	4	1
CS(=O)(=O)N1CCC(C(=O)Nc2cccc(C(F)(F)F)c2)CC1	-5	3	i	3	-5	-7	27	-3	-5	2
Cc1ccc(NC(=O)N2CCC(O)(c3ccc(Cl)cc3)CC2)cc1	-14	-1	i	-1	7	6	40	-2	4	8
O=C(NCCc1c[nH]c2ccccc12)C1CCN(c2nnc(N3CCCC3=O)s2)CC1	/	-1	/	/	/	0	/	/	1	0
COC(=O)c1ccc(NC(=O)CN2C(=O)c3ccccc3S2(=O)=O)cc1	-9	-3	i	-5	-17	-1	-90*	-2	3	7
Cc1ccc(O)c(C(=O)c2cnc3c(c2)CN(C)C(=O)N3)c1	61	-1	i	-2	73*	-2	29	-1	5	3
CCOC(=O)N1CCN(C(=O)C(=O)Nc2ccc3nc4n(c(=O)c3c2)CCCCC4)CC1	-1	0	i	9	30	5	5	4	6	-1
Cc1ccc(C(=O)Nc2ncc(C)s2)s1	30	-1	i	-9	70*	-2	17	0	3	29*
COC(=O)CN(c1c(C)cccc1C)S(C)(=O)=O	-3	-3	i	-8	-5	4	19	-3	-7	1
O=C(c1cc(S(=O)(=O)N2CCOCC2)ccc1Cl)N1CCN(c2ccccn2)CC1	1	/	i	2	9	/	11	1	0	3
COc1cc(OC)c(C2CC(=O)N3CN(C)CSC3=C2C#N)cc1OC (centres undefined)	-1	-3	i	-1	14	31*	43	1	0	-3
C=CCOc1c2ccc(C(=O)NCc3ccc(C)cc3)cc2nn1C	-5	0	i	-2	2	-7	13	3	-2	0
NC(=O)CC(NC(=O)c1ccccc1)c1ccc(NCCCN2CCCC2=O)c([N+](=O)[O-])c1 (centres undefined)	-1	8	i	-2	3	0	13	0	9	2
O=C(O)CCN1C(=O)/C(=C\c2ccc(OCc3ccccc3)c(OCc3ccccc3)c2)SC1=S	6	0	i	0	10	2	28	-1	-6	-6
CC(=O)N(CCN(C)C)c1nc2cc3c(cc2s1)OCCO3	15	0	i	-8	36	-2	-1	1	2	-1
CCOC(=O)COn1c(=O)c(-c2ccc(C)cc2)[n+]([O-])c2ccccc21	3	-4	i	-2	16	4	-16	-2	-1	15
C=CCN(C(=O)Cn1nnc2ccccc21)C(C(=O)NCCOC)c1ccc(OC)cc1OC (centres undefined)	1	-1	i	2	-5	4	10	2	1	0
COCCNS(=O)(=O)c1cc(OC)ccc1OC	-2	0	i	2	-6	-1	12	-1	1	-3
COC(=O)c1sccc1-c1ccc(/C=N/OC(=O)c2ccccc2)o1	-1	0	i	10	-9	-6	21	0	0	-3
C=CCN(c1ccccc1)S(=O)(=O)c1cccc(C(=O)OCC(=O)NC2CC2)c1	-3	3	i	1	7	0	18	-2	2	-1
CCSc1nnc(NC(=O)CSc2nc(CC)nc3c2c(=O)n(C)c(=O)n3C)s1	-10	-1	i	-4	-10	6	23	0	1	0
COc1ccc(C(=O)CC2OC(=O)c3c2ccc(OC)c3OC)cc1 (centres undefined)	0	2	i	10	-8	3	14	2	0	3
O=C(c1ccccc1)N(Cc1ccc(F)cc1)C1CCS(=O)(=O)C1 (centres undefined)	2	-1	i	-3	0	-3	11	1	3	-3
COc1cccc(NC(=O)CN2CCc3ccccc3C2)c1	-1	-2	i	/	2	-4	19	-2	12	1
Cc1ccc(Cl)c(OCC(=O)N(C)CC(=O)Nc2ccc(N3CCOCC3)cc2)c1	5	-3	i	8	2	-1	2	1	3	/
C=CCN1CCN(C(c2ccc(OC)c(OC)c2)c2nnnn2C(C)(C)C)CC1 (centres undefined)	-8	/	i	4	-11	/	27	0	20	11
CCC(Sc1nc(=O)cc(N)n1CCc1ccccc1)C(=O)Nc1cc(C)on1 (centres undefined)	2	3	/	-2	14	3	-3	1	5	-3
CCOc1ccc(NS(=O)(=O)c2c(C)nc3sc(CC)nn3c2=O)cc1	/	-3	/	/	/	-12	/	/	-1	-1
Cc1ccccc1OCCCc1c(C)n[nH]c1C	-3	-1	i	2	-2	6	21	-6	1	-3
COc1ccccc1N(C)S(=O)(=O)c1ccc(C(=O)Nc2nc(C)cs2)cc1	-2	9	i	-5	-2	5	12	0	10	-2
COc1ccc(CCN(C)C(=O)c2cc(S(=O)(=O)N3CCCCCC3)ccc2OC)cc1OC	-7	1	i	-6	5	1	33	0	-3	/
COc1ccc(CC(=O)OC(C)CN2CCCCC2)cc1 (centres undefined)	-2	-2	i	-2	-4	-2	12	-2	2	1
O=C(NCCNC1CCC(c2ccccc2)CC1)c1cccs1 (centres undefined)	2	1	i	6	-10	10	19	-1	0	-4
CN1CCc2c(sc(NC(=O)CS(=O)(=O)c3ccccc3)c2C(N)=O)C1	-10	-2	i	1	-7	2	5	3	6	/
NS(=O)(=O)c1ccc(CNC(=O)/C=C/c2cccc([N+](=O)[O-])c2)cc1	/	3	i	0	/	5	-2	1	-5	2
Cc1ccsc1/C=N/NC(=O)Cc1cc(=O)[nH][nH]1	/	-3	i	2	/	-1	14	-1	3	1
Cn1cccc1/C=N/NC(=O)c1ccncc1	-2	1	i	6	6	3	21	-1	/	3
CCOc1ccc(CN2CCN(S(=O)(=O)c3ccc(NC(C)=O)cc3)CC2)cc1OC	2	-3	i	-10	36	6	32	-2	-5	0
Cc1ccc(-c2cc3nn(-c4ccccc4)c(N)c3c(=O)o2)cc1	13	-3	i	2	22	-4	23	1	0	-1
CC(C)c1nc2sc3c(=O)[nH]c(=S)[nH]c3c2c2c1CCCC2	-10	-3	i	-2	-5	-5	19	2	-6	4
N#C/C(N)=C(/C#N)N=Cc1cccc(Cl)c1	-6	2	i	-4	-10	?	18	0	/	-1
CC(=O)c1ccc(NC(=O)NCc2ccc(F)cc2)cc1	-2	0	i	-7	20	-3	?	-1	-7	0
C[C@]1(C(=O)NCCCNc2ncc(C(F)(F)F)cc2Cl)C=C[C@@H](Cc2ccccc2)N1C(=O)c1ccccc1	17	-3	i	3	34	?	20	0	-7	1
Oc1cccc(C2c3[nH]c4ccccc4c3CCN2Cc2ccoc2)c1 (centres undefined)	-3	0	i	3	-7	1	28	5	3	2
COc1ccc(S(=O)(=O)NCCN2CCOCC2)c2ccccc12	4	-3	i	10	3	-1	-4	-4	-3	0
COc1ccc(/C=C2\NC(=S)N(CC3CCCO3)C2=O)c(OC)c1C (centres undefined)	-17	1	i	-5	-38	0	5	-4	-5	-4
Cn1c(NC2CCCCC2)c(N=O)c(=O)n(C)c1=O	-2	-1	i	0	-14	-1	7	1	-3	2
CN(C)C(=S)SCC(=O)Nc1cccc(C(F)(F)F)c1	3	1	i	-3	25	8	12	-4	5	-2
CCc1ccccc1NC(=S)NC1CC2CCC(C1)N2Cc1ccco1 (centres undefined)	-6	-1	i	1	6	-1	1	0	/	-2
CCOC(=O)c1ccc(-c2ccc(CO)o2)cc1	0	1	i	1	-5	-13	-2	-1	10	8
COc1ccc(NC(=O)CCC(=O)Nc2nnc(C(F)(F)F)s2)c(OC)c1	5	0	i	6	-7	3	13	-2	-4	-1
CN(C)C(=O)CSc1nnc(NC(=O)CCc2ccccc2)s1	-3	-2	i	5	-5	-12	20	-3	/	-2
COC(=O)c1cc(Br)c(=O)n(-c2ccc(OC)cc2)c1	-3	-2	i	-8	8	3	51	-4	1	1
CC(=O)C1=C(c2ccc(Br)cc2)C(=O)c2ccccc2C1=O	-13	0	i	-12	-13	3	-22	0	76*	-2
Cc1ccc(NC2CCCN(C(=O)c3ccc(F)cc3)C2)cc1C (centres undefined)	3	-10	i	3	4	10	52	4	-3	-5
Cc1nc2c(C)cccn2c(=O)c1NC(=O)c1ccc2c(c1)OCO2	-5	-1	i	-9	-4	4	8	5	3	/
CC(C)Oc1ccc2nnnn2n1	-2	3	i	4	13	1	-3	2	-2	-3
CCn1ncc(/C=C/C(=O)Nc2c(C)nn(Cc3ccc(Cl)cc3Cl)c2C)c1C	25	1	i	-4	40	-2	17	-4	2	0
COC(=O)C1=C(C)NC(=S)NC1c1ccc(-c2cc(Cl)ccc2Cl)o1 (centres undefined)	7	-3	i	2	21	5	10	-1	3	4
